Bioassay records deposited in PubChem BioAssay by National Center for Advancing Translational Sciences (NCATS).
Mito fusion yeast – blocks mitochondrial division or promotes mitochondrial fusion. 320,000 compounds, 0.23% hits. Potency, µM (titrated, usually from 46.1 µM), without a hit: top-dose growth rescue (activation), actives largely listed as activators. S. cerevisiae fusion-defective mutant growth rescue, CellTiterGlo 48 h;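 further: potency means the concentration at half of the fitted maximal effect; % of control where 0% means no effect; nearly all actives have a fitted effect of over 45% in size; temperature-sensitive fusion mutants such as fzo1-1 at 37 °C on non-fermentable ethanol glycerol medium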
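S. cerevisiae fusion-defective temperature-sensitive mutants (e.g. fzo1-1, mgm1-5) grown 48 h at 37C in YPEG (ethanol/glycerol non-fermentable) medium with 23 nl compound per well; growth rescue read as CellTiterGlo luminescence.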
S-ASM inh – blocks human secretory acid sphingomyelinase. P17405. placental ASM, HMU-PC fluorogenic substrate, 60 min. Potency, µM (highest dose often 57.5 µM), inactives show at the top dose activity change, negative = inhibition, usual class: inhibitors. 340,000 compounds, 0.006% hits. AID 504937; further: potency means the concentration at half of the fitted maximal effect
Target sequence (P17405 47-631 limits assumed): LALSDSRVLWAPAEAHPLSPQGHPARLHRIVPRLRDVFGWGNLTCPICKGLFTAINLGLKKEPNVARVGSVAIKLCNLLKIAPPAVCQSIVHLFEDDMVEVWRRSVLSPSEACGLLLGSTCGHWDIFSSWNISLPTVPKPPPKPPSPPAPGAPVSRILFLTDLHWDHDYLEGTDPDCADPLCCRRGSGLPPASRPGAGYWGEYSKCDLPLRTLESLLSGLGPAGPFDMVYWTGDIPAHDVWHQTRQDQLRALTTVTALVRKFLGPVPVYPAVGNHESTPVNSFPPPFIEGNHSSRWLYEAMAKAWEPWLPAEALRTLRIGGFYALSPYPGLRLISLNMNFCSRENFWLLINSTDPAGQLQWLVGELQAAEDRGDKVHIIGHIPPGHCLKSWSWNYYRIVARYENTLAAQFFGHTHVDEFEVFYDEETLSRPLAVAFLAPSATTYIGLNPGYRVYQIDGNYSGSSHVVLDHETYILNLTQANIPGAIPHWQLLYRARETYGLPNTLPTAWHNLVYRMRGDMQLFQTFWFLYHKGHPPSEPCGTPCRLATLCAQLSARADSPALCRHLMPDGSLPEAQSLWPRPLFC
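Steps: dispense placental human ASM, pin compound, wait 10 min at room temperature, add HMU-PC0 substrate at 9 uM final, incubate 60 min at 37 °C, add stop solution raising pH to 10, read fluorescence.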
AT treatment – potential ataxia-telangiectasia treatments restoring KAP-1 phosphorylation | […] A-T fibroblasts, KAP-1 phosphorylation AlphaLISA; neocarzinostatin DNA damage 30 min before lysis | Potency, µM (doses to about 57.5 µM), without a hit: at the highest dose activation, hits mostly activators | 320,000 compounds, 0.19% hits; further: potency means the concentration at half of the fitted maximal effect; % of control where 0% means no effect; nearly all actives have a fitted effect of over 45% in size
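hTERT-immortalized A-T patient fibroblasts ([…]), 500 cells/well in OPTI-MEM, 1% FBS, got compounds for 60 min, then NCS for 30 min at 37C. Lysates were then assayed for phospho-KAP-1 by AlphaLISA (anti-pKAP1 donor, anti-KAP1 acceptor beads), 6 hr at 25C.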
Integrin act MD – activators of alpha7 integrin expression for muscular dystrophy; 350,000 compounds, 0.064% hits; alpha7betagal myoblasts, beta-gal FDG fluorescence, 48 h; Potency, µM (highest dose often 38.3 µM), inactives show at the top dose activation, usual class: activators;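 further: potency means the concentration at half of the fitted maximal effect; 100% = response of the positive control SU9516; nearly all actives have a fitted effect of over 60% in size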
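Alpha7betagal+/- myoblasts (passage 13) were plated 16-24 hr, then exposed to compounds (1:260 dilution of DMSO stock) for 48 hours at 37C. After MPER lysis, β-galactosidase reporter activity was read as FDG fluorescence (ex 480/em 540) after 30 minutes.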
Menin-MLL TR inh – inhibitors of human menin-MLL interaction, mutant MLL peptide; O00255; 270,000 compounds, 0.23% hits; Potency, µM (doses to about 61.6 µM), for inactives: top-dose FP activity change, negative = inhibition, usual class: inhibitors; Menin + Texas Red MLL mutant peptide, fluorescence polarization; active means well fitted inhibition curve with a large enough effect in the polarisation, with a control signal flat, not every such curve was filed as active; inconclusive means small, poorly fitted or top-dose-only effect, or effect the other way, or a change in a side signal; inactive means no such curve, though single readings can be large or run the other way; the % refers to the polarisation; further: potency means the concentration at half of the fitted maximal effect; % of control where 0% means no effect; many of its hits are not listed in these tables
MBNL1 CUG block – blocks human MBNL1 binding to CUG repeat RNA; Q9NR56; TR-FRET MBNL1-His/biotin-(CUG)12 binding, 665/545 ratio; Potency, µM (highest dose often 57.5 µM), inactives show at the top dose activity change, negative = inhibition, most hits filed as inhibitors; 280,000 compounds, 0.036% hits; AID 2675; active means well fitted inhibition curve with a large enough effect in the signal ratio, with a control signal flat, not every such curve was filed as active; inconclusive means small, poorly fitted or top-dose-only effect, or effect the other way, or a change in a side signal; inactive means no such curve, though single readings can be large or run the other way; the % refers to the signal ratio; further: potency means the concentration at half of the fitted maximal effect; on the % scale 0 is the no-effect control and ±100 the full control effect
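His-tagged MBNL1 binding to biotinylated (CUG)12 RNA was measured by TR-FRET using terbium anti-His antibody (0.055 ng/ul final) and streptavidin-XL665 (5 nM final). Compounds were titrated 92 nM to 58 uM; 60 min at room temperature.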
MLL CXXC-DNA inh – blocks binding of human MLL CXXC domain to DNA | AID 2662 | Q03164 | MLL-CXXC / FITC-HOXA9 DNA fluorescence polarization | 290,000 compounds, 0.037% hits | Potency, µM (titrated, usually from 115 µM), without a hit: at the highest dose activity change, negative = inhibition, most hits filed as inhibitors; active means well fitted inhibition curve with a large enough effect in the polarisation, with a control signal flat, not every such curve was filed as active; inconclusive means small, poorly fitted or top-dose-only effect, or effect the other way, or a change in a side signal; inactive means no such curve, though single readings can be large or run the other way; the % refers to the polarisation; further: potency means the concentration at half of the fitted maximal effect
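Fluorescence polarization: 7 uM MLL-CXXC (stock) preincubated 5 min with compounds, then 50 nM fluorescein-HOX-A9 DNA (stock) added; 30 min ambient. Buffer 50 mM Tris-HCl pH 7.5, 50 mM NaCl, 1 mM DTT, 0.05% BSA.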
TSHR antagonist – human thyrotropin receptor antagonism; P16473; TSHR-expressing cells, TSH-stimulated cAMP HTRF, 2 h; active compounds read low; activity change, negative = inhibition, % at 11.5 µM; 330,000 compounds, 0.2% hits; AID 504810;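 active means activity change below a set negative limit, meaning inhibition stronger than a set level, cut at about -70% in these data; inconclusive means activity change between two set negative limits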; further: on the % scale 0 is the no-effect control and ±100 the full control effect
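Inhibition of cAMP made by TSHR-expressing cells under TSH stimulation (4nM final, EC80; 2 h, 37 deg C) is quantified with a one-step lysis HTRF kit, anti-cAMP cryptate versus cAMP-d2.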
PTAP TSG101 blk – blocks PTAP/TSG101 interaction to inhibit HIV-1 budding; Fluorescence polarization, FITC-PTAP peptide / Tsg101 binding; Potency, µM (doses to about 115 µM), for inactives: at the highest dose activity change, negative = inhibition, actives largely listed as inhibitors; 340,000 tested, under 10 active; AID 493005; active means well fitted inhibition curve with a large enough effect in the main read-out, with a control signal flat, not every such curve was filed as active; inconclusive means small, poorly fitted or top-dose-only effect, or effect the other way, or a change in a side signal; inactive means no such curve, though single readings can be large or run the other way; further: potency means the concentration at half of the fitted maximal effect; % of control where 0% means no effect
Target sequence (Q99816 whole entry, looked up): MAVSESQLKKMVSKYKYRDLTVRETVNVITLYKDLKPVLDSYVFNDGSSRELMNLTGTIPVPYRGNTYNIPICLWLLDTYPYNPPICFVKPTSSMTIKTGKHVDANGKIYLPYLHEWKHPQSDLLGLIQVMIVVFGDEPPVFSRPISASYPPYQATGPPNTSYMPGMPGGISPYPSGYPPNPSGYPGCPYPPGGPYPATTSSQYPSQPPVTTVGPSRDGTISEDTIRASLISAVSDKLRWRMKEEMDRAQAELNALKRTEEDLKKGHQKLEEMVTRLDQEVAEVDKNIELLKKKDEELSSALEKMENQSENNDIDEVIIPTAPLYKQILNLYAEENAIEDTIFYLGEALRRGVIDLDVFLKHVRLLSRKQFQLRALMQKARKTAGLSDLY
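Tsg101 binding domain (10 uM final) was mixed with compound and a FITC-labeled PTAP peptide (50 nM final) in HEPES pH 7.5 buffer with NaCl, Tween 20, EDTA and TCEP; fluorescence polarization was read after 20 min at r.t.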
TCR activator – T cell receptor activation. primary human leukocytes, anti-CD3, IL-2 HTRF, 48 h. Potency, µM (series often up to 9.22 µM), inactives show at the top dose activation of IL-2 secretion, most hits filed as activators. 330,000 tested, under 10 active; further: % of control where 0% means no effect
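TCR engagement came from a-CD3 beads alone, with compounds added to primary human leukocytes for 48 hr. Secreted IL-2 bridged europium cryptate- and d2-labelled anti-IL-2 antibodies, giving FRET emission at 665nm after 320nm excitation.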
The depositor's hits bear a star; ? = inconclusive; . = not tested or not shown; [ ] = remark or other dose. Unless noted, the call rests on the fitted dose curve; in most records, active means well fitted curve in the direction sought with a large enough effect; inconclusive means small, poorly fitted or top-dose-only effect, or another doubt; inactive means no such curve, though single readings can be large; an effect the other way counts as inactive or inconclusive. Not all compounds are listed. The share of hits here may be higher or lower than overall.

Each structure is followed by: MBNL1 CUG block	AT treatment	TSHR antagonist	S-ASM inh	MLL CXXC-DNA inh	TCR activator	Integrin act MD	Menin-MLL TR inh	PTAP TSG101 blk	Mito fusion yeast
O=C(c1coc(=O)c2ccccc12)N1CCN(Cc2ccccc2)CC1
 : -3%	2%	1	6%	-6%	-4%	?	.	-3%	3%
Cc1cc(C(=O)Nn2c(-c3ccncc3)nc3ccccc3c2=O)ccc1[N+](=O)[O-]
 : ?	-4%	4	-1%	0%	-5%	-4%	2%	1%	20%
COc1ncnc2c1NC1=C(S2)C(=NCCC(=O)O)CC(C)(C)C1
 : ?	1%	3	0%	?	2%	1%	?	?	0%
CC(CCCC(C)(C)O)NCCO (centres undefined)
 : 5%	-1%	-1	-2%	-4%	2%	-37%	-10%[11.7 µM]	-9%	2%
CCOc1ccc(NC(=O)c2ccc(NC(=O)COC(=O)c3ccc(NC(=O)CC#N)cc3)cc2)cc1
 : .	-1%	11	1%	.	-3%	0%	.	1%	-4%
Cc1[nH]n(-c2ccccc2)c(=O)c1C=Nc1ccc(S(=O)(=O)N(C)C)cc1
 : .	4%	0	?	-6%	3%[46.1 µM]	4%	5%	-5%	-10%
O=C(COC(=O)c1ccc(-n2cnnn2)cc1)Nc1cc(Cl)ccc1F
 : .	-9%	28	0%	.	.	4%	.	-4%	-5%
CCNS(=O)(=O)c1ccc(CCC(=O)NCc2ccncc2)cc1
 : 0%	10%	-7	-4%	-7%	.	3%	0%	-2%	1%
Nc1cc(Oc2ccc(Cl)cc2Cl)nc(N)n1
 : -3%	-8%	4	-2%	10%	8%	15%	7%	-4%	4%
COc1ccc2c(c1)CCc1cn[nH]c1-2
 : -2%	11%	4	2%	4%	9%	?	9%	1%	6%

The listing continues.
Each structure is followed by: MBNL1 CUG block	AT treatment	TSHR antagonist	S-ASM inh	MLL CXXC-DNA inh	TCR activator	Integrin act MD	Menin-MLL TR inh	PTAP TSG101 blk	Mito fusion yeast
Cc1ccc(N(C(=O)c2csnn2)C(C(=O)NC2CCCC2)c2cccnc2)c(C)c1 (centres undefined)
 : -3%	7%	4	1%	15%	-4%	0%	-11%	0%	-6%
CN(C)C(=O)c1c(NC(=O)c2ccccc2)sc2c1CCC2
 : -4%	7%	-5	-1%	0%	-6%	-1%	12%	0%	1%
N#Cc1ccc(OCC(=O)NNC(=S)NC2CCCCC2)cc1
 : .	0%	5	-10%	.	4%	-4%	.	-5%	0%
Cc1noc(C)c1CSCC(=O)N1CCN(c2ccc(F)cc2)CC1
 : 5%	12%	-20	2%	-8%	16%	-22%	-6%	0%	-1%
Cn1c(=O)c(C(=O)NCCO)c(O)c2ccccc21
 : 6%	-3%	3	-2%	7%	3%	-16%	0%	-3%	5%
Nc1c(C(=O)Nc2ccc3c(c2)OCCO3)nnn1Cc1ccccc1
 : .	-4%	-4	.	.	0%	0%	.	-7%	21%
c1ccc(-c2nnnc3ccccc23)cc1
 : ?	12%	3	1%	-2%	-3%[46.1 µM]	-2%	11%	0%	1%
CN(CC(=O)Nc1cccc(F)c1)C(=O)CCCn1c(=O)oc2ccccc21
 : .	15%	15	-1%	.	-3%	-27%	.	-5%	-6%
COc1ccc(/C(C)=N/NC(=O)CNC(=O)c2cccs2)cc1
 : -3%	0%	-5	-1%	8%	-5%	1%	1%	-6%	-3%
NC(=O)CN1C(=O)/C(=c2\sc3nc(=O)c(Cc4ccccc4)nn3c2=O)c2ccccc21
 : 9%	22%	-5	-1%	-5%	4%	-14%	.	1%	-3%

No new results follow: an excerpt of the list.
Each structure is followed by: MBNL1 CUG block	AT treatment	TSHR antagonist	S-ASM inh	MLL CXXC-DNA inh	TCR activator	Integrin act MD	Menin-MLL TR inh	PTAP TSG101 blk	Mito fusion yeast
Cc1noc(C)c1CSCC(=O)N1CCN(c2ccc(F)cc2)CC1
 : 5%	12%	-20	2%	-8%	16%	-22%	-6%	0%	-1%
Cn1c(=O)c(C(=O)NCCO)c(O)c2ccccc21
 : 6%	-3%	3	-2%	7%	3%	-16%	0%	-3%	5%
Nc1c(C(=O)Nc2ccc3c(c2)OCCO3)nnn1Cc1ccccc1
 : .	-4%	-4	.	.	0%	0%	.	-7%	21%

Going on with the list:
Each structure is followed by: MBNL1 CUG block	AT treatment	TSHR antagonist	S-ASM inh	MLL CXXC-DNA inh	TCR activator	Integrin act MD	Menin-MLL TR inh	PTAP TSG101 blk	Mito fusion yeast
CC(C)CCNC(=O)CN(CCCN1CCOCC1)C(=O)Cn1nnc(-c2ccc(F)cc2)n1
 : -6%	8%	-4	1%	21%	.	-22%	2%	.	2%
O=[N+]([O-])c1cccnc1S(=O)(=O)c1ccccc1
 : ?	25%	12	-1%	-2%	1%	-62%[inhibitor]	?	-7%	-104%[inhibitor]
CC(C(=O)c1ccccc1)[n+]1cccc(C(N)=O)c1 (centres undefined)
 : .	-12%	-1	0%	22%	-4%	-15%	.	-3%	2%
CCCOc1ccc(-c2nnn(CC(=O)Nc3cccc(C(=O)OC)c3)n2)cc1
 : 1%	1%	-10	-2%	0%	0%	-20%	0%	-2%	1%
N#CCCN(Cc1ccccc1)C(=O)Nc1ccccc1
 : .	1%	-1	0%	-16%	-1%	5%	.	2%	-1%
O=C1c2cccc3c([N+](=O)[O-])ccc(c23)C(=O)N1Cc1cccnc1
 : .	-4%	-45	-5%	?	4%	-106%[inhibitor]	3%	?	1%
O=c1[nH]c(-c2cccnc2)nc2ccccc12
 : -2%	10%	1	-3%	4%	.	-23%	-2%	-4%	-5%
CCN(C(=O)COC(=O)CCCN1C(=O)c2cccc3cccc(c23)C1=O)C1CCS(=O)(=O)C1 (centres undefined)
 : .	-1%	5	1%	.	-5%	17%	.	0%	4%
CCNc1ccc(C(=O)Nc2ccc3nc(C)sc3c2)cc1[N+](=O)[O-]
 : ?	1%	-14	0%	6%	2%[46.1 µM]	-12%	?	-1%	35µM*
C[C@H](NC(=O)c1ccc(C(C)(C)C)cc1)C(=O)N1CCOCC1
 : .	-1%	.	-1%	.	-3%	0%	.	-1%	.

Next results:
Each structure is followed by: MBNL1 CUG block	AT treatment	TSHR antagonist	S-ASM inh	MLL CXXC-DNA inh	TCR activator	Integrin act MD	Menin-MLL TR inh	PTAP TSG101 blk	Mito fusion yeast
CC(C)=C(NC(=O)c1ccccc1)C(=O)NCc1ccccc1
 : -13%	-1%	1	3%	6%	9%	8%	6%	-7%	0%
N#C/C(=C\c1ccc(-c2ccc(C(=O)O)cc2)o1)c1nc2ccccc2[nH]1
 : 17%	0%	-9	-4%	?	-3%	4%	?	?	4%
FC(F)(F)c1cnc(N2CCSCC2)c(Cl)c1
 : -5%	7%	5	-1%	-1%	-8%	4%	.	-3%	-1%
COc1ccc(OC)c(C(=O)N2CCC(CCC(=O)NC3CC3)CC2)c1
 : -6%	1%	5	5%	6%	-1%	-19%	1%	-7%	2%
O=S(=O)(NCc1ccco1)N1CCOCC1
 : ?	7%	4	2%	-3%	10%	5%	-1%	-1%	2%
COC(=O)c1cn(-c2ccccc2)nc1C(=O)OC
 : -4%	-1%	11	-2%	-2%	-2%	24%[7.66 µM]	-6%	0%	1%
COc1ccccc1NC(=O)N1CCc2c([nH]c3ccccc23)C1C(F)(F)F (centres undefined)
 : -5%	4%	2	-8%	-3%	5%	-3%	.	1%	1%
O=C(NCCSCc1ccco1)c1ccc(=O)[nH]c1
 : -1%	1%	12	-1%	46%[activator]	2%	-1%	14%	-1%	22%
CCN(CC)C(=O)C(C)OC(=O)COc1ccc(Cl)cc1Cl (centres undefined)
 : .	3%	-8	3%	6%	2%[46.1 µM]	-17%	4%	-2%	0%
CCOc1ccc(CSCCNC(=S)Nc2ccccc2)cc1
 : -2%	2%	-15	-14%	-5%	2%[46.1 µM]	-38%	11%	0%	8%
